Screening data deposited in PubChem by National Center for Advancing Translational Sciences (NCATS).
BLM inh: inhibitors of human Bloom syndrome helicase BLM; Potency, µM (top dose mostly 56.1 µM), inactives show top-dose activity change, negative = inhibition, most hits filed as inhibitors; actives 0.2% (n = 350,000); P54132; recombinant BLM DNA unwinding, fluorescence dequenching;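 also: plate controls were vehicle for no effect and no enzyme for full effect; nearly all actives have a fitted effect of over 35% in size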
POLK inh: blocks human DNA polymerase kappa activity | actives 0.53% (n = 400,000) | purified Pol kappa, fluorescent DNA synthesis assay, 10 min | AID 588579 | Q9UBT6 | Potency, µM (highest dose often 107 µM), for the others: top-dose activity, negative = inhibition, most hits filed as inhibitors
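Pol kappa 10 nM + cpd, 15 min RT; start w/ substrate 50 nM final; fluorescence kinetic read, 0 and 10 min. Neg ctrl: buffer, no enzyme.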
G9a inh: inhibitors of human histone lysine methyltransferase G9a; G9a H3K9 monomethylation, AlphaScreen, 2 h; Potency, µM (titrated, usually from 102 µM), without a hit: at the top dose activity, negative = inhibition, hits mostly inhibitors; actives 8.8% (n = 350,000); also: nearly all actives have a fitted effect of over 75% in size
Target sequence (Q96KQ7 913-1193 limits assumed): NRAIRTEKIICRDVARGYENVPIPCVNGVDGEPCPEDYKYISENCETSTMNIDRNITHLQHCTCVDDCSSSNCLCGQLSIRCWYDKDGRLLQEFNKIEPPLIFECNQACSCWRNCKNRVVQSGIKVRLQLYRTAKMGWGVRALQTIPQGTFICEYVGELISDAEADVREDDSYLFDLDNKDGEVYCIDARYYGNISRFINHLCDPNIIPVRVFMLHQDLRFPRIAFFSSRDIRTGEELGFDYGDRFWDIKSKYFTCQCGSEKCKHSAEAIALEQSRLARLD
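Compounds were preincubated with 20 nM G9a for 15 min, after which biotinylated H3K9 peptide (500 nM) and SAM (20 uM) started a 2 h room-temperature reaction. Monomethylated product was quantified by antibody-based AlphaScreen chemiluminescence.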
Numbers without * were called inactive; ? = inconclusive; [ ] = another dose, or the depositor's remark. Calls follow the shape of the dose curve; as a rule, active = well fitted curve in the direction sought with a large enough effect; inconclusive = small, poorly fitted or top-dose-only effect, or another doubt; inactive = no such curve, though single readings can be large; an effect the other way counts as inactive or inconclusive. Unless noted, % is scaled to controls: 0 for no effect and ±100 for the full control effect; potency is read from the fitted curve at half-maximal effect. Not all compounds are listed; count on the stated rates, not on these rows.

SMILES	BLM inh	POLK inh	G9a inh
CCN(CC)CCOc1ccccc1C(=O)CCc1ccccc1	-3%	0%[19.4 µM]	?
CCOC(=O)c1cccc(N)c1	-8%	-1%[60.1 µM]	?
